# KOR beta-arrestin-1: kappa opioid receptor blockers – cell-based, luminescence, uHTS (AID 1778). KOR beta-arrestin recruitment, luminescence, antagonist mode; higher % means a stronger effect. 290,000 compounds, 0.091% hits. inhibition, % at 10 µM; hits with a dose series show IC50 in µM; in the data active means inhibition above about 50%; further: strong numbers were not always called active
# GPR35 antagonists: inhibition of zaprinast-stimulated GPR35 beta-arrestin translocation – imaging, U2OS, beta-arrestin-GFP, zaprinast agonist, primary screen (AID 2058); U2OS GPR35 beta-arrestin-GFP translocation imaging, zaprinast antagonism; higher % means a stronger effect; one-dose inhibition, % at 10 µM; IC50 in µM for titrated hits; 290,000 compounds, 0.052% hits;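 active means inhibition of at least 50% with at least 30 cells and total cytoplasm GFP at most 10,000,000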
# HIV peptide binding: cell-free HIV fusion peptide-binding blockers – biochemical, uHTS, fluorescence dequenching, primary screen (AID 1986); cell-free peptide binding, fluorescence dequenching, 30 min; higher % means a stronger effect; inhibition, % at 20 µM, or IC50 in µM where a hit was titrated; 290,000 compounds, 0.3% hits; in the data active means inhibition mostly above about 52%, no sharp cut-off; inactive means mostly below about 76%; further: some results filed as inactive read as strong as hits
# KOR beta-arrestin-2: kappa opioid receptor activators – cell-based, luminescence, uHTS, primary screen (AID 1777). KOR beta-arrestin recruitment, luminescence; higher % means a stronger effect. 280,000 compounds, 0.02% hits. one-dose activation, % at 10 µM; EC50 in µM for titrated hits; in the data active means activation above about 50%, passing the limit was not always enough; further: a part of the inactive calls stands beside numbers as strong as those of hits
# GPR55 antagonists: GPR55 antagonists blocking LPI-driven arrestin recruitment, primary screen, imaging, U2OS, beta-arrestin-GFP, LPI agonist (AID 2013); U2OS GPR55 beta-arrestin-GFP translocation imaging, LPI antagonism; higher % means a stronger effect; inhibition, % at 10 µM; hits with a dose series show IC50 in µM; 290,000 compounds, 0.13% hits;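 active means spots per cell inhibited over 60%, with over 100 cells counted and total cytoplasm intensity under 500,000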;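 further: U2OS cells stably carrying GPR55 and arrestin-GFP stimulated by 5 µM LPI near EC80; imaged beta-arrestin-GFP aggregate spots per cell after agonist stimulation; plate controls were LPI-stimulated DMSO wells for no effect and DMSO wells without LPI for full effect; some results filed as inactive read as strong as hits; confirmed hits need IC50 under 10 µM and bright autofluorescent wells are also inconclusive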
# NS5 inhibitors: flavivirus cap methylation enzyme inhibition – biochemical, confirmation dose response, primary screen (AID 588689). Dengue-2 NS5 methyltransferase capping enzyme assay, biochemical; higher % means a stronger effect. inhibition, % at 25 µM; hits with a dose series show IC50 in µM. 340,000 compounds, 0.3% hits; in the data active means a potency from the dose series
# NOD1 inhibition: NOD1 signaling inhibitors, primary screen, cell-based, luminescence, uHTS (AID 1578) | NOD1-driven NF-kB luciferase reporter cells, luminescence; higher % means a stronger effect | one-dose inhibition, % at 4 µM; EC50 in µM for titrated hits | 290,000 compounds, 1% hits; in the data active means inhibition mostly above about 36%, no sharp cut-off; inactive means mostly below about 34%;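 further: HEK-293T reporter cells stimulated with the NOD1 agonist gamma-tri-DAP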
# West Nile virus CPE: inhibition of WNV-induced cytopathic effect – cell-based, CPE readout (AID 1621); West Nile virus-infected cells, CPE inhibition; higher % means a stronger effect; one-dose CPE inhibition, % at 10 µM; IC50 in µM for titrated hits; 290,000 compounds, 0.02% hits; in the data active means a potency from the dose series; further: strong numbers were not always called active
# GPR55 activation: selective activators of receptor GPR55 – imaging, U2OS cells, beta-arrestin-GFP redistribution, primary screen (AID 1961); U2OS GPR55 beta-arrestin-GFP redistribution imaging; higher % means a stronger effect; activation, % at 10 µM, or EC50 in µM where a hit was titrated; 290,000 compounds, 0.048% hits;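 active means activation above 40% with more than 50 cells counted in the well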;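 further: U2OS osteosarcoma cells stably expressing GPR55 and beta-arrestin-GFP; plate controls were DMSO negative control for no effect and LPI positive control for full effect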
# Numbers without * were called inactive; / = no result given; [ ] = remark or other dose. An excerpt; the hit share may differ from the screen's.
SMILES,KOR beta-arrestin-1,GPR35 antagonists,HIV peptide binding,KOR beta-arrestin-2,GPR55 antagonists,NS5 inhibitors,NOD1 inhibition,West Nile virus CPE,GPR55 activation
Cc1nnc2n(Cc3ccccc3)c(=O)c3c4c(sc3n12)CCCC4,-28%,-6%,0.7%,-5.0%,-6%,/,-19%,/,-0.1%
O=C(CSc1nc2c(sc3ccccc32)c(=O)n1Cc1ccco1)NCC1CCCO1 (stereo unspecified),2%,-7%,-1.8%,-0.1%,-1%,-3%,-10%,-0.1%,-0.1%
C=CCc1cc(C)ccc1OCCn1ccnc1,-3%,15%,-0.8%,2.8%,4%,-6%,4%,-0.1%,-0.1%
Cc1nc(Nc2nc3ccccc3o2)nc(C)c1C,5%,19%,-1.8%,-1.8%,8%,-7%,-33%,-0.6%,-0.3%
CCOc1ccc(OCC(=O)Nc2ccc(S(N)(=O)=O)cc2)cc1,-4%,-4%,4.3%,0.9%,18%,-17%,-14%,0.0%,-1.0%
COc1ccc(Cl)cc1NC(=S)NN1CCOCC1,-2%,-5%,-0.9%,1.0%,8%,-2%,4%,0.1%,0.1%
c1ccc2c(c1)[nH]c1nc3nncn3nc12,-14%,-10%,0.1%,-3.9%,-2%,-2%,-4%,-0.4%,-0.2%
COc1ccccc1N(CC(=O)Nc1ccccc1C(=O)NC(C)C)S(C)(=O)=O,-6%,10%,0.9%,-1.6%,5%,-7%,-32%,-0.2%,-0.2%
O=C(c1oc(=O)c2ccccc2c1-c1ccccc1)N1CCN(C2CCCCC2)CC1,16%,4%,-1.4%,-7.9%,0%,-3%,-5%,-0.7%,-0.2%
CCN(CC)c1ccc(CNc2nc3ccccc3n2CCN2CCOCC2)cc1,/,-1%,1.0%,/,-6%,2%,-32%,0.2%,-0.2%
CSc1ccccc1NC(=O)CN(C)CC(=O)Nc1ccc(N2CCOCC2)cc1,1%,15%,-0.7%,-3.1%,14%,-7%,-28%,-0.3%,-0.3%
CCOc1ccc(N=C2SC(C(=O)Nc3ccccc3C#N)C(N)=C2C(=O)Nc2ccc(Cl)cc2)cc1 (stereo unspecified),-47%,1%,17%,7.4%,15%,-4%,-5%,-0.6%,0.4%
O=C(CN1C(=O)NC2(CCc3ccccc3C2)C1=O)Nc1ccc(Cl)cc1F (stereo unspecified),33%,0%,-1.8%,0.6%,3%,3%,-26%,-0.7%,0.3%
O=C(NCC1CCCO1)c1ccc(S(=O)(=O)N2CCCCC2)cc1 (stereo unspecified),21%,5%,-1.3%,-0.6%,12%,-4%,-6%,0.2%,0.4%
CC(=C\c1ccco1)/C=C1/SC(=S)N(CC(=O)O)C1=O,38%,15%,24%,/,-17%,-2%,3%,0.1%,0.0%
C=CCOc1ccc(CNn2c(C)n[nH]c2=S)cc1OC,-13%,-7%,-3.5%,3.1%,9%,-3%,19%,-0.1%,0.0%
CN(C)CCCn1c(SCC(=O)Nc2nc(-c3cccc(Br)c3)cs2)nc2ccccc2c1=O,-2%,9%,1.0%,/,14%,3%,3%,-0.8%,-0.1%
Clc1ccc(Oc2cccc(/C=N/n3cnnc3)c2)cc1,-7%,6%,-0.3%,-4.7%,-6%,-6%,18%,1.1%,-0.1%
COc1ccc(Br)cc1-c1noc(-c2ccccc2)n1,11%,-4%,-2.0%,-2.4%,11%,-3%,/,0.8%,-0.1%
COc1ccc(-c2cc(=Nc3ccc(C(=O)O)cc3)c3cc(C)ccc3o2)cc1,0%,-26%,-1.4%,-6.2%,-14%,-4%,-42%,-0.4%,0.2%
CC(C)Cn1c(N)c(C(=O)CSc2nc3ccccc3n2C)c(=O)n(C)c1=O,0%,15%,-1.2%,2.8%,4%,-23%,20%,1.3%,0.0%
CCCCNC(=S)NNC(=O)c1cccnc1,30%,2%,-1.1%,1.1%,9%,-2%,-56%,-0.1%,0.5%
O=C(Nc1ccc2c(c1)OCO2)c1cnccn1,-22%,0%,-1.1%,0.5%,-2%,-4%,-27%,0.6%,0.1%
CN1CCN(NC(=S)NC(C)(C)CC(C)(C)C)CC1,-23%,-8%,0.2%,4.0%,12%,-12%,-17%,0.0%,-0.5%
COc1ccc(N2CCN(S(C)(=O)=O)CC2)cc1,-67%,-6%,0.5%,9.6%,7%,-4%,2%,-0.7%,-0.1%
CCNC(=O)NC(=O)C(C)OC(=O)c1oc2ccccc2c1CSC1CCCCC1 (stereo unspecified),13%,2%,-1.0%,10%,10%,-1%,28%,-0.9%,-0.4%
COc1cc(/C=N/Nc2ncc(C(F)(F)F)cc2Cl)cc(OC)c1OC,6%,-12%,0.4%,1.3%,-2%,-5%,-7%,-1.0%,-0.2%
CCS(=O)(=O)c1ccc2oc(SCC(=O)NCCc3ccccc3)nc2c1,14%,-12%,-0.9%,-4.3%,2%,3%,-34%,-0.7%,0.0%
CC(=O)NCc1ccc(-c2nc3ccccc3s2)cc1,-35%[20 µM],-14%,-0.1%,3.8%,-4%,-10%,-53%,-0.1%,0.1%
c1ccc(CNn2nnnc2-c2ccccc2)cc1,0%,3%,0.7%,8.4%,-7%,-2%,-20%,0.4%,-0.1%

# Part of the list above, set out differently:
KOR beta-arrestin-1	GPR35 antagonists	HIV peptide binding	KOR beta-arrestin-2	GPR55 antagonists	NS5 inhibitors	NOD1 inhibition	West Nile virus CPE	GPR55 activation	Molecule
0%	3%	0.7%	8.4%	-7%	-2%	-20%	0.4%	-0.1%	c1ccc(CNn2nnnc2-c2ccccc2)cc1
21%	5%	-1.3%	-0.6%	12%	-4%	-6%	0.2%	0.4%	O=C(NCC1CCCO1)c1ccc(S(=O)(=O)N2CCCCC2)cc1 (stereo unspecified)

# (list continues)
SMILES,KOR beta-arrestin-1,GPR35 antagonists,HIV peptide binding,KOR beta-arrestin-2,GPR55 antagonists,NS5 inhibitors,NOD1 inhibition,West Nile virus CPE,GPR55 activation
COc1ccccc1C(=O)OCCCN=C1NS(=O)(=O)c2ccccc21,0%,10%,-0.9%,-3.0%,18%,9%,-33%,0.4%,0.2%
CCOc1ccc(OCCCN(C)C)cc1,-56%,19%,-1.8%,-2.1%,2%,-6%,8%,0.2%,-0.2%
CC(C)(C)c1nnc(NC(=O)Cc2ccc(Br)cc2)s1,-10%,4%,3.1%,2.6%,-2%,0%,-1%,-0.9%,-0.2%
O=C1CC(N2CCCc3ccccc32)C(=O)N1c1ccccc1 (stereo unspecified),11%,1%,-1.0%,-4.2%,0%,-9%,-7%,-0.2%,0.2%
C/C(=N/OC(=O)c1c(-c2c(Cl)cccc2Cl)noc1C)c1cnccn1,-13%,5%,-1.2%,-1.7%,2%,-7%,-22%,-0.4%,0.1%
COc1ccc(C(=O)N/C(=C\c2ccccc2)C(=O)NCCCn2ccnc2)cc1,-20%,11%,-0.1%,4.0%,2%,-6%,-3%,0.5%,0.1%
CN(C)C(=O)CSc1nnc(CCN)o1,2%,13%,1.0%,-3.8%,3%,-7%,0%,0.2%,-0.2%
CC(=O)c1nc(N2C(=O)CC(Cc3ccc(C)cc3)C2=O)sc1C (stereo unspecified),18%,-8%,2.8%,-0.7%,3%,0%,-6%,-0.5%,-0.1%
CCOCCCNC(=O)C(c1ccc(C)cc1)N(Cc1ccc2c(c1)OCO2)C(=O)CNC(C)=O (stereo unspecified),0%,-2%,1.0%,0.8%,-7%,-4%,-3%,0.0%,-0.5%
CCOC(=O)N1CCN(C(=O)COc2ccc3ccccc3c2Br)CC1,-9%,10%,-1.8%,8.0%,-9%,-1%,-17%,-0.4%,0.2%
COc1ccc(-c2nnn(CC(=O)N(CCO)C(C(=O)NC3CCCC3)c3ccncc3)n2)cc1 (stereo unspecified),-5%[20 µM],9%,0.5%,/,1%,/,-5%,0.3%,-0.1%
Cc1ccc(C(=O)CSc2nnc3c4ccccc4nc(Cc4ccccc4)n23)cc1,-17%,-4%,-1.5%,18%,7%,-3%,-10%,0.6%,0.1%
CCCCc1nc(Cl)c(C#N)c2c1CCCC2,-11%,-3%,-1.1%,8.5%,13%,-5%,-7%,0.0%,-0.3%
CCN1C(=O)N/C(=C/c2ccc(Sc3ccc(C)cc3)o2)C1=O,-34%,1%,0.9%,0.4%,-2%,-3%,19%,-0.1%,0.0%
CSc1cccc(NC(=O)C2C3C=CC4(O3)C2C(=O)N(CCCN2CCOCC2)C4C(=O)NC2CCCCC2)c1 (stereo unspecified),-35%,0%,0.1%,5.7%,2%,-4%,-36%,0.6%,-0.1%
O=c1n(Cc2ccc(F)cc2)nc2n1-c1ccccc1SC2,12%,5%,-0.5%,5.9%,-13%,4%,-12%,-0.6%,-0.2%
Oc1ccc(/C=N/N(Cc2ccccc2)c2ccccc2)cc1,-5%,-9%,0.8%,-0.6%,16%,-5%,36%,-0.7%,0.5%
Cc1cccc(N2CCN(C(=O)CSc3nc4ccccc4nc3N3CC(C)OC(C)C3)CC2)c1C (stereo unspecified),-3%,-8%,-1.1%,-4.7%,-14%,1%,24%,0.5%,0.6%
O=C(COc1ccccc1)NC1CCS(=O)(=O)C1 (stereo unspecified),-47%[20 µM],1%,-0.3%,/,7%,-9%,-27%,0.3%,0.1%
O=C(OCN1C(=O)C(=O)c2ccccc21)c1ccc(Cl)cc1,-126%[20 µM],10%,0.9%,3.3%,11%,-3%,-37%,0.1%,-0.4%
O=C(NC1CCCCC1)C(c1ccccc1)N(Cc1ccco1)C(=O)c1csnn1 (stereo unspecified),-14%,0%,3.0%,-2.5%,3%,-7%,-12%,-1.1%,-0.2%
COc1cccc(CNC(=O)Cn2cccc2C(=O)c2ccccc2C)c1,-11%,-6%,0.6%,-0.3%,-2%,-5%,-16%,0.5%,-0.1%
O=C(CCNC(=O)C1CCN(S(=O)(=O)c2ccccc2)CC1)NCc1ccc(Cl)c(Cl)c1,28%,6%,2.7%,-2.6%,8%,3%,-32%,0.0%,-0.1%
O=C(CN1C(=O)c2ccccc2C1=O)NNC1=NS(=O)(=O)c2ccccc21,-9%,-6%,0.6%,-3.1%,3%,0%,-22%,1.4%,-0.2%
CNC(=O)c1sc(N2N=C3/C(=C/c4ccccc4)CCCC3C2c2ccccc2)nc1C (stereo unspecified),-10%,-9%,-4.2%,4.1%,-3%,10%,/,1.5%,0.6%
CCC(C)(C)NC(=O)CN(CC1CCCO1)C(=O)CNS(=O)(=O)c1ccccc1 (stereo unspecified),-2%,-9%,-1.0%,-1.1%,0%,-8%,-33%,0.3%,-0.2%

# Three structures already listed, ordered by molecular weight, low to high.
SMILES,KOR beta-arrestin-1,GPR35 antagonists,HIV peptide binding,KOR beta-arrestin-2,GPR55 antagonists,NS5 inhibitors,NOD1 inhibition,West Nile virus CPE,GPR55 activation
CC(=C\c1ccco1)/C=C1/SC(=S)N(CC(=O)O)C1=O,38%,15%,24%,/,-17%,-2%,3%,0.1%,0.0%
COc1cccc(CNC(=O)Cn2cccc2C(=O)c2ccccc2C)c1,-11%,-6%,0.6%,-0.3%,-2%,-5%,-16%,0.5%,-0.1%
CCOCCCNC(=O)C(c1ccc(C)cc1)N(Cc1ccc2c(c1)OCO2)C(=O)CNC(C)=O (stereo unspecified),0%,-2%,1.0%,0.8%,-7%,-4%,-3%,0.0%,-0.5%

# Screens as filed in PubChem.
